Screens from PubChem.
HIV RNase H inh: blocks HIV-1 RNase H cleavage of RNA/DNA duplex. P04585. RT-RNase H RNA/DNA duplex cleavage, fluorescence. inhibition, % at 10 µM. 65,000 compounds, 1.9% hits; in the data active means inhibition above about 50%
RmlC RmlD mix: RmlC/RmlD inhibition, mixture screen. 110,000 compounds, 0.39% hits. AID 1532. inhibition, % at 5.5 µM. RmlC/RmlD coupled enzyme inhibition, 384-well mixture HTS; in the data active means inhibition above about 30%, passing the limit was not always enough; inconclusive means no clear call, values can overlap the other calls; further: strong numbers were not always called active
Starred values were filed as active, the others as inactive; ? = inconclusive; · = no result given. A portion of the library; count on the stated rates, not on these rows.

compound	HIV RNase H inh	RmlC RmlD mix
COc1ccc(-c2csc(Cc3nnc(N4CCOCC4)n3-c3ccccc3)n2)cc1	-8.3	-6.6
Cc1ccccc1C(=O)Nc1nc(=S)ss1	·	8.7
Cc1sc2nnn(CC(=O)N3CCN(C(=O)c4ccco4)CC3)c(=O)c2c1C	12.3	-9.4
Cn1c(C(=O)NCCN2CCN(c3ccccc3F)CC2)cc2c(=O)n(C)c3ccccc3c21	-1.0	·
Cc1ccc2nc(NC(=O)Cc3cccs3)sc2c1	·	-11.6
CCOC(=O)c1sc(NC(=O)CSc2nnnn2-c2ccc(C)cc2)c(C(=O)OCC)c1C	11.6	5.6
COc1ccc(C(=O)Nc2cc(OCc3ccccc3)c(Cl)cc2Cl)cc1	·	-8.7
COc1ccccc1CNC(=O)C(=O)NCC1CCCO1 (stereo not given)	·	13.4
Cc1cc(NC(=O)CSc2c(C)[nH]c3ccccc23)no1	-3.1	-3.5
Cn1c(=O)c2[nH]c(NCCCN3CCOCC3)nc2n(C)c1=O	·	2.0
CCOC(=O)c1ccc(NC(=O)C2(c3ccc(Cl)cc3)CCCC2)cc1	·	-5.9
Cc1c(Cl)cccc1N1C(=O)c2ccccc2C1=O	-15.1	·
O=C(NC1CCCCCCC1)C1CCN(S(=O)(=O)N2CCCC2)CC1	-10.9	-0.7
CC(C)(CO)C(O)C(=O)NCCC#N (stereo not given)	·	-8.1
CCOC(=O)C1=NNC2C(=O)N(C3CCCCC3)C(=O)C12 (stereo not given)	·	8.3
Cc1ccc(C(=O)C2C(c3ccc(-c4ccccc4[N+](=O)[O-])o3)NC(=O)NC2(O)C(F)(F)F)cc1 (stereo not given)	·	5.2
Cc1ccc(N2C(=O)Nc3ccc(Br)cc3C2(O)C(=O)NCCCN(C)C)cc1C (stereo not given)	4.4	-10.1
Cc1nc2cncc(Br)c2n1C	-12.1	-6.5
O=S(=O)(Nc1ncccn1)c1ccc(Nc2ncnc3ccccc23)cc1	-5.2	-0.3
CC(C)Oc1ccc(C(=O)NCc2ccco2)cc1	-2.7	5.0
CCOC(=O)N1CCN(c2c(NCCOC)c(=O)c2=O)CC1	·	-12.6
COc1ccc(OC)c(S(=O)(=O)Nc2ccc(F)cc2)c1	·	-12.0
C=CCn1c(=N)n(CC(O)COc2ccccc2OC)c2ccccc21 (stereo not given)	-8.5	-10.2
CC(Sc1nc(-c2ccccc2)cc(C(F)(F)F)n1)C(=O)NCc1ccco1 (stereo not given)	·	-8.5
Cc1ccc(NC(=O)CSc2nc3ccccc3c(=O)n2CCCN2CCCCC2)cc1C	·	37.8
CCn1nc(C(=O)OC2CCOC2=O)c2ccccc2c1=O (stereo not given)	-0.9	5.3
O=C(CN1CCOCC1)NCC12CC3CC(CC(C3)C1)C2	-18.1	?
CC(C)(C)n1[nH]c2c3c(ccc2c1=O)C(=O)c1ccccc1C3=O	·	-2.7
CCCCNC(=O)CSc1nc2ccccc2c(=O)n1Cc1ccc2c(c1)OCO2	·	-42.6
CC1CN(C(=O)c2cn3ccccc3n2)CC(C)O1 (stereo not given)	-6.0	2.7

Retrieved by structure from above (2):
compound	HIV RNase H inh	RmlC RmlD mix
CC(C)(C)n1[nH]c2c3c(ccc2c1=O)C(=O)c1ccccc1C3=O	·	-2.7
COc1ccc(-c2csc(Cc3nnc(N4CCOCC4)n3-c3ccccc3)n2)cc1	-8.3	-6.6

The listing picks up; the 7 compounds before the break are reprinted first.
compound	HIV RNase H inh	RmlC RmlD mix
CC(Sc1nc(-c2ccccc2)cc(C(F)(F)F)n1)C(=O)NCc1ccco1 (stereo not given)	·	-8.5
Cc1ccc(NC(=O)CSc2nc3ccccc3c(=O)n2CCCN2CCCCC2)cc1C	·	37.8
CCn1nc(C(=O)OC2CCOC2=O)c2ccccc2c1=O (stereo not given)	-0.9	5.3
O=C(CN1CCOCC1)NCC12CC3CC(CC(C3)C1)C2	-18.1	?
CC(C)(C)n1[nH]c2c3c(ccc2c1=O)C(=O)c1ccccc1C3=O	·	-2.7
CCCCNC(=O)CSc1nc2ccccc2c(=O)n1Cc1ccc2c(c1)OCO2	·	-42.6
CC1CN(C(=O)c2cn3ccccc3n2)CC(C)O1 (stereo not given)	-6.0	2.7
CN(C)S(=O)(=O)c1cccc(C(=O)NCc2cccs2)c1	·	-14.2
Cc1ccccc1NS(=O)(=O)c1cc(C(=O)Nc2cccc(N(C)S(C)(=O)=O)c2)ccc1C	·	-16.1
CCOc1ccc2nc(NC(NC(C)=O)(C(=O)OC)C(F)(F)F)sc2c1 (stereo not given)	0.7	2.7
NC(=O)CC[C@@H]1NC(=O)C(Cc2ccc(O)cc2)NC(=O)c2cc([N+](=O)[O-])cc(F)c2NCCC[C@@H](C(N)=O)NC1=O (stereo not given in full)	·	9.0
COC(=O)NCC12CC3CC(C1)CC(CNC(=O)OC)(C3)C2	10.9	1.6
CC1CCN(S(=O)(=O)c2cccc(C(=O)O)c2)CC1	·	3.7
Cc1ccc(N(CC(N)=O)C2SC(=O)N(Cc3ccccc3)C2=O)cc1 (stereo not given)	63.4*	-11.5
O=C(Cn1cnc2c(cnn2-c2ccc(F)cc2)c1=O)N1CCN(c2ccccc2F)CC1	-6.8	6.1
O=C(c1ccc2c(c1)OCO2)N1CCN=C1SCc1cccnc1	0.3	5.9
CC1CCCCN1S(=O)(=O)c1ccc(NC(=O)c2ccco2)cc1 (stereo not given)	·	-9.4
COc1ccc(N2C(=O)C3C4C=CC(CC4)C3C2=O)c([N+](=O)[O-])c1 (stereo not given)	·	-13.3
CCOC(=O)c1sc2ncn(/N=C/N(C)C)c(=O)c2c1C	-10.7	-5.1
CSc1cccc(NS(=O)(=O)c2ccc(F)cc2)c1	-7.5	-10.5
CC(C)(C)NC(=O)c1cccc(NC(=O)c2cccc(O)c2)c1	·	2.7
O=C(Nc1ccncc1)C1c2ccccc2Oc2ccccc21	-4.3	4.8
COc1ccc(C(=O)c2ccc(N3CCN(C(=O)c4ccc(F)cc4)CC3)c(F)c2)cc1Br	·	-4.4
Cc1cc(Oc2ccccc2)nc(SCC(=O)Nc2ccc(Cl)c(Cl)c2)n1	·	-11.8
Cc1ccc(S(=O)(=O)CC(=O)N2CCCCCC2)cc1	-1.2	21.4
COC(=O)C1=C(c2cc3ccccc3s2)C[C@@H]2CC[C@H]1N2C(=O)NC(C)C	·	12.8
CC(NC(=O)Nc1ccccc1)c1ccccc1 (stereo not given)	1.1	3.4
COCc1c(C(C)C)nc(C(C)C)c(/C=C/[C@@H](O)C[C@@H](O)CC(=O)O)c1-c1ccc(F)cc1	·	-12.2
O=c1c2ccccc2nc(-c2ccco2)n1-c1nc2ccccc2s1	·	9.3
O=C(Nc1ccccc1C(F)(F)F)N1CCCCCC1	-0.9	-22.0
O=P(c1ccccc1)(c1ccccc1)C(O)c1ccncc1 (stereo not given)	-5.8	-6.6
Cc1cccc(NC(=O)c2c(C)nc3ccccn23)c1	·	-24.4
C=CCNC(=O)N[C@@H](CCSC)C(=O)OC	-3.1	-6.2
Cc1ccccc1C(=O)N1CCC(C(=O)Nc2ccc(S(=O)(=O)N(C)C(C)C)cc2)CC1	·	26.2
CCC(=O)Nc1cc(C)c(NC(=O)c2ccccc2OC)cn1	-30.6	-10.5
COc1ccc(OC)c(NC(=O)c2ccc(CN(c3cc(Cl)ccc3C)S(=O)(=O)c3ccccc3)cc2)c1	·	?
CCOC(=O)CSc1nc(Nc2ccc3c(c2)OCO3)c2ccccc2n1	·	-13.7

Next section
compound	HIV RNase H inh	RmlC RmlD mix
O=C(O)CC(CC(=O)Nc1nncs1)c1ccccc1 (stereo not given)	-8.8	-0.8
O=c1c[n+]([O-])c2ccccc2n1OCc1c(F)cccc1F	-31.8	15.4
Cc1ccccc1N(CC(=O)NCCc1ccccc1)C(=O)c1ccc(N2CCCC2)nc1	5.5	6.6
O=c1[nH]n2c(=O)c3c([nH]c2c1N=Nc1cccc(C(F)(F)F)c1)CCCC3	·	2.0
CSc1nc2ccccc2n1C(=O)Oc1ccccc1	-9.7	-6.8
Cc1cc(C(=O)NCCCn2ccnc2)cs1	-5.1	-11.2
Cc1cc(C)c(NC(=O)CSc2nc3c(c(=O)n2C)SC(C)C3)c(C)c1 (stereo not given)	9.7	-6.2
O=C(COc1ccccc1)N(Cc1ccco1)c1ccc(O)cc1	-8.6	-8.5
Cc1ccc(S(=O)(=O)NC(=O)NCc2ccc3c(c2)OCO3)cc1	4.6	9.2
CCc1nnc(NC(=O)CSc2nnc(-c3c[nH]c4ccccc34)n2C)s1	-4.8	-6.9
CCN(CC)CCC(c1ccc(OC)cc1)c1c(O)cc(OC)cc1OC (stereo not given)	·	-8.6
O=C(c1ccccc1F)N1CCN=C1SCc1cccnc1	-6.1	1.4
Cc1ccc2c(c1)nnn2C1CCN(S(=O)(=O)c2ccc(C(=O)N3CC(C)CC(C)C3)cc2)CC1 (stereo not given)	11.8	-8.8
CCc1nn2c(=O)cc(CSc3nc(C)cc(=O)[nH]3)nc2s1	·	-2.2
Cc1ccc2occ(/C=C/C(=O)c3ccccc3O)c(=O)c2c1	·	-8.1
CCCn1c(CN2CCN(C(=O)OCC)CC2)nc2c1c(=O)n(C)c(=O)n2C	-7.7	6.8
Cc1cc(C(F)(F)F)c(C#N)c(N2CCOCC2)n1	·	-8.7
CC(C)c1cc(C(=O)O)n(-c2ccccc2)n1	·	13.6
COc1ccc(OCC(=O)N2CCOCC2)cc1	-8.9	2.0
Cc1cc(OCC(O)CN(CCO)CCO)ccc1Cl (stereo not given)	-12.3	-2.1
O=C(NCc1ccccc1Cl)c1ccc2c(=O)n(CCCN3CCCC3=O)c(=S)[nH]c2c1	·	1.2
CC(C)C(=O)OCCN=C1NS(=O)(=O)c2ccccc21	·	-29.9
Cc1ccc(C2(C)NC(=O)N(CC(=O)NC(=O)NC3CCCC3)C2=O)cc1 (stereo not given)	-2.0	·
CCCC(=O)Nc1ccc2oc(-c3ccncc3)nc2c1	-8.4	13.8
CC(=O)CC(C)=NCCN=C(C)CC(C)=O	-2.1	11.9
CN(C[C@H](Cc1ccccc1)N(C[C@@H](CC1CCCCC1)N(CCc1ccccc1)N=O)N=O)N=O	·	150.5
CCn1nc(C(=O)OCC(=O)c2ccc3c(c2)OCCO3)c2ccccc2c1=O	-2.2	0.4
O=S(=O)(c1ccc(F)cc1)N1CCCC(CO)C1 (stereo not given)	-10.0	·
Cn1c(SCC(=O)N2CCc3ccccc3C2)nnc1-c1cccs1	-5.0	-10.6
CCOC(=O)CNC(=O)C1(c2ccccc2)CCCC1	·	-10.6

Part of the list above, as labelled records.
O=c1c[n+]([O-])c2ccccc2n1OCc1c(F)cccc1F
  HIV RNase H inh: -31.8	RmlC RmlD mix: 15.4

Cc1ccccc1N(CC(=O)NCCc1ccccc1)C(=O)c1ccc(N2CCCC2)nc1
  HIV RNase H inh: 5.5	RmlC RmlD mix: 6.6

(next part)
compound	HIV RNase H inh	RmlC RmlD mix
CC(C)CNc1oc(-c2ccc(F)cc2)nc1C#N	-23.2	-25.3
CN(C)c1nc(Oc2ccc(N)cc2)nc(N(C)C)n1	-7.0	-11.5
Cc1ccc(CN(C(=O)c2cc(=O)c3cc(Cl)c(C)cc3o2)C2CCS(=O)(=O)C2)cc1 (stereo not given)	·	11.6
COc1ccc(NC2=NCC(=O)N2c2ccccc2F)c(OC)c1	-12.7	-10.7
Cc1ccc(CNC(=O)c2ccc(NC(=O)CCS(=O)(=O)c3cccs3)cc2)cc1	·	-11.3
CN(CCOc1ccc(-c2ccn(S(=O)(=O)c3c(Cl)cccc3Cl)n2)cc1)c1ccccn1	·	4.5
Cc1cc2c(c(=O)n1Cc1ccccn1)C(C(C)C)C(C#N)=C(N)O2 (stereo not given)	-8.8	-22.1
Cc1ccc(C)c(C(=O)CN2C(=O)CCC2=O)c1	-3.5	-0.3
COc1ccc(S(=O)(=O)Cc2ccc(C(=O)N3CCN(c4ccc(Cl)cc4)CC3)o2)cc1	1.2	6.4
CC(C)c1nc(SCC(=O)N2CCCC2)c2ccccc2n1	-3.0	-5.9
O=C(CN(c1ccccc1)S(=O)(=O)c1ccc(Cl)cc1)Nc1ccccc1C(=O)N1CCCC1	·	9.4
O=C(Nc1ccncc1)C1COc2ccccc2O1 (stereo not given)	2.6	3.2
COc1cc2cc(CN(CCCO)S(=O)(=O)c3ccccc3)c(=O)[nH]c2cc1OC	-11.6	-3.4
COc1ccc(-c2nnc3ccc(SCC(=O)N4CCOCC4)nn23)cc1	-2.6	12.0
Nc1nonc1C(=O)NC(c1ccccc1)c1ccccc1	-6.3	-7.2
CCn1c2ccccc2c2cc(NC(=O)CSc3nnc(C4CC4)n3Cc3ccco3)ccc21	19.6	-11.9
CC(C)NC(=O)CSc1nc(Cc2cccs2)nc2ccccc12	·	4.5
COc1ccc(-c2cc(C(F)(F)F)nc(N3CCN(Cc4ccccc4)CC3)n2)cc1OC	1.5	-3.4
Cc1ccc(CCC(=O)Nc2ccc(S(N)(=O)=O)cc2)o1	19.1	-1.9
CCC1CCc2[nH]nc(C(=O)O)c2C1 (stereo not given)	·	-19.8
CCOC(=O)N1CCN(c2ncnc3c2cnn3-c2ccc(OC)cc2)CC1	1.9	·
CC1CN(S(=O)(=O)c2cccc(C(=O)NCc3ccc4c(c3)OCO4)c2)CC(C)O1 (stereo not given)	-20.2	-11.8
